# PLC-gamma1 inh: PLC-gamma1 (human) inhibition, primary screen. P19174. purified PLC-gamma1, fluorogenic substrate, fluorescence. inhibition, % at 12.2 µM. 0.84% of 370,000 active. AID 720700; in the data active means inhibition above about 9.5%
# ADAM17 inh: ADAM17 inhibition, QFRET primary screen; P78536; recombinant ADAM17, EDANS/DABCYL FRET peptide cleavage; inhibition, % at 6.95 µM; 0.83% of 370,000 active;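 active means inhibition above the mean of compounds lying between control limits plus 3 SD, set per campaign, cut at about 8.5% in these data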;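 further: 0% = DMSO-only wells as the low control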
# proKLK7 act: proKLK7 (human) activation, primary screen; P49862; purified proKLK7, EDANS-DABCYL substrate fluorescence; 100% is mature enzyme control, 0% vehicle; activation, % at 7 µM; 0.9% of 370,000 active;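 active means activation above the mean of all tested compounds plus 3 SD, computed per campaign excluding outliers beyond control limits, cut at about 13% in these data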
# Target sequence (P49862 whole entry, looked up): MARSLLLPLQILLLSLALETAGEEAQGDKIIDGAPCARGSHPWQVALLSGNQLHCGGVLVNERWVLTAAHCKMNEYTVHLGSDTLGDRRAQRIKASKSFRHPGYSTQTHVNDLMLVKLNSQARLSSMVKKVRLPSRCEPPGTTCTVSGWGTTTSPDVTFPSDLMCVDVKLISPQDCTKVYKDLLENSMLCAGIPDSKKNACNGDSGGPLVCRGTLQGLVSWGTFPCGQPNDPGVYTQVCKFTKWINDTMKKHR
# ARFGAP1 inhibitor: rat ARFGAP1 inhibition; Q62848; Arfgap1-stimulated ARF1 GTP hydrolysis, GDP FP detection; inhibition, % at 16.5 µM; 0.26% of 360,000 active; AID 651572;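 active means inhibition above a per-plate limit, mean inhibition of low control wells plus 3 SD, cut at about 25% in these data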;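 further: 0% = DMSO wells with enzyme and 100% = wells lacking Arfgap1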
# Target sequence (Q62848 1-136 limits assumed): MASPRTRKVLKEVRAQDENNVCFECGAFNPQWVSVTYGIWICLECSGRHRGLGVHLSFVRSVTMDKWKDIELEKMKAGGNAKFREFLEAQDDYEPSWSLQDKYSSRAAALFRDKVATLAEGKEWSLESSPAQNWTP
#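 Material – truncated rat Arfgap1 GAP domain · Buffer or medium – HEPES-based buffer, pH 7.5 · Reagent – human ARF1(Δ1-17)-GTP substrate · Dosing – 16.5 µM single point, 1.26% DMSO · Schedule – GTP hydrolysis reaction 2 h at 25 °C · Technique – GDP detection by fluorescence polarization · Benchmarks – No-Arfgap1 wells (100%) versus DMSO full-reaction wells (0%) · Repeats – single replicate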
# LEDGF integ inh: blocks HIV-1 LEDGF/p75-dependent DNA integration; TR-FRET IN-LEDGF/p75 DNA integration, Eu/Cy5; inhibition, % at 3.7 µM; 0.64% of 370,000 active; AID 743269;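 active means inhibition above the screen-wide mean plus 3 SD, cut at about 13% in these data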;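 further: signal is the Cy5 over europium emission ratio at 671 and 618 nm; 0% = plate median of compound wells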
# TDP2 inh: TDP2 (human) inhibition, absorbance primary screen. O95551. recombinant TDP2, T5PNP hydrolysis, p-nitrophenol absorbance 415 nm. inhibition, % at 12.8 µM. 0.34% of 370,000 active. AID 720702;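 active means inhibition above the mean of all tested compounds plus 3 SD, set per campaign, cut at about 25% in these data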;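 further: 0% = DMSO with enzyme and 100% = buffer with substrate but no TDP2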
#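 Incubation: 2 h at 37 °C; Test system: recombinant human TDP2; Quantity: enzyme 120 nM; Read-out basis: percent inhibition; Medium: 50 mM Tris-HCl pH 7.5 with Mg2+, KCl, DTT, BSA; Repeats: single replicate; Compound: 12.8 µM single point, 1% DMSO; Signal: epi absorbance; Reagent: 5 mM T5PNP chromogenic substrate; Benchmarks: no-enzyme high, DMSO-plus-enzyme low.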
# DDE Tn6 FP inh: inhibitors of Tn6 peptide binding to human fibrin DD(E); inhibition, % at 8.3 µM; P02675; Fibrin DD(E) TRITC-Tn6 fluorescence polarization displacement; 0.21% of 370,000 active;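 active means inhibition above a per-campaign cutoff: mean of compounds within control limits plus 3 SD, cut at about 15% in these data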;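 further: 0% = median of all compound wells on the plate and 100% = blocking peptide control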
# Tn7 DDE FP: inhibitors of Tn7 peptide binding to human fibrin DD(E). P02675. FP displacement of FITC-Tn7 peptide from fibrin DD(E); 0% = median of compound wells per plate. inhibition, % at 8.3 µM. 0.13% of 370,000 active;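 active means inhibition above the mean of compounds falling within the control limits plus 3 SD of them, cut at about 14% in these data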;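 further: 0% = plate median of compound wells and 100% = 10 µM Aha-Tn7 peptide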
#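 Assay system: human fibrin DD(E). Input: DD(E) 2 µM final. Medium: Tris buffer with calcium and detergent, pH 7.8. Compound dosing: single point at 8.3 µM. Timing: 10 min plus 3 h, room temperature. Technique: fluorescence polarization of the labelled Tn7 tracer. Read-out: percent inhibition. Replicates: singlicate testing.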
# ADAM10 inh: inhibitors of human ADAM10; O14672; recombinant ADAM10, EDANS/DABCYL FRET peptide cleavage, 3 h; inhibition, % at 7 µM; 0.62% of 370,000 active; AID 720582;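 active means inhibition above a per-campaign cutoff equal to the mean of compounds falling between control-based bounds plus 3 SD, cut at about 20% in these data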;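 further: 0% = DMSO wells while the 100% control is not disclosed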
# Target sequence (O14672 214-748 limits assumed): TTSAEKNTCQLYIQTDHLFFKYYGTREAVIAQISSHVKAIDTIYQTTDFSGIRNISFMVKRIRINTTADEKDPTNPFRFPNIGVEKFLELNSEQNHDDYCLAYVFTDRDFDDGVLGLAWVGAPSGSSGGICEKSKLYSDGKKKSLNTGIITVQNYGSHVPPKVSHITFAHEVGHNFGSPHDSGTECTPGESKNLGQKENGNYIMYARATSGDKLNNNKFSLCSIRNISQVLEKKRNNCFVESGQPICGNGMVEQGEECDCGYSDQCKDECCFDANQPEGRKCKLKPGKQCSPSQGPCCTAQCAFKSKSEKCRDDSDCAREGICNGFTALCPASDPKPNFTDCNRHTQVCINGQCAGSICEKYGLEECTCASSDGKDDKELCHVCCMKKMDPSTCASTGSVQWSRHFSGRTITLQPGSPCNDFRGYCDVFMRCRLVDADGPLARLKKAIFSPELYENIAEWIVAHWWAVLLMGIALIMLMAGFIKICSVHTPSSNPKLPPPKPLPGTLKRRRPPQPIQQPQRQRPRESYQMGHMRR
# ASAP1 GAP inh: ASAP1 ArfGAP inhibition; Q9ULH1; 0.19% of 360,000 active; ASAP1-stimulated ARF1 GTP hydrolysis, GDP FP detection; inhibition, % at 16.5 µM; in the data active means inhibition above about 25%;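 further: 0% = vehicle with enzyme and substrate and 100% = no enzyme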
# Starred values were filed as active, the others as inactive.
PLC-gamma1 inh,ADAM17 inh,proKLK7 act,ARFGAP1 inhibitor,LEDGF integ inh,TDP2 inh,Compound,DDE Tn6 FP inh,Tn7 DDE FP,ADAM10 inh,ASAP1 GAP inh
4,1,0.4,-9,0,-3,O=C(OCC(=O)N1CCN(C(=O)c2ccco2)CC1)c1cccc(S(=O)(=O)N2CCc3ccccc32)c1,2,-4,7,-12
-8,-7,-1.6,4,-3,5,CC(C)(C)c1nc(SCC(=O)c2ccccc2)c2ccccc2n1,-4,0,-1,3
3,-4,0.4,-7,2,-9,CCOC(=O)c1ccccc1NC(=O)C1CC(=O)N(C2CCCCC2)C1 (stereo unspecified),4,-2,-3,5
6,-3,0.0,8,-3,-11,Cc1ccc(NC(=O)C(=O)NCCCN2CCCC2=O)c(C)c1,0,7,-4,12
0,-2,-0.8,12,2,-2,O=c1/c(=C/c2ccco2)sc2nc(-c3ccccc3Br)nn12,-6,3,-2,-6
0,-4,-0.8,-6,3,6,Cc1ccc(-n2c(SCC(=O)Nc3cc(C)on3)nc3c([nH]c4ccccc43)c2=O)cc1,-9,-2,-10,-1
2,0,-0.1,3,4,-6,C[C@H](CO)N1C[C@H](C)[C@@H](CN(C)Cc2cccc(C(F)(F)F)c2)OCc2cnnn2CCCC1=O,3,-3,-3,-11
0,-3,-0.5,2,-4,-9,CC(C)(C)OC(=O)N[C@@H](Cc1ccccc1)C(=O)N[C@@H](CO)[C@H](O)[C@@H]1C[C@@H]1C(=O)NC1CC1,7,6,1,-11
-1,2,-0.1,2,1,13,O=[N+]([O-])c1ccc(-c2nnc3cccc(Cl)n23)cc1,-7,0,5,15
-3,-6,0.1,4,-2,9,CCN1CCN(CCC(=O)Nc2cccc(OC)c2)CC1,11,-3,3,-6
2,-7,-0.2,-4,-2,8,O=C(OCc1cn([C@@H]2CN(CC3CCCCC3)[C@@H](c3ccccc3)C[C@H]2O)nn1)c1ccccc1,2,2,-4,-8
2,1,-0.1,-1,-3,2,CN1CCN(CC(=O)Nc2ccccc2C(F)(F)F)CC1,-11,-10,-13,-1
0,3,-0.2,-5,2,0,CCOC(=O)C1=C(N)Oc2cc(C)oc(=O)c2C1c1cccnc1 (stereo unspecified),7,4,-2,-5
3,-2,-0.3,10,1,0,COc1ccc(C(C)=O)cc1CSCC(=O)O,-3,4,1,-16
1,6,0.1,0,-4,-1,CCOC(=O)c1ccc(S(=O)(=O)Nc2cc(S(=O)(=O)Nc3ccc(OC)cc3)ccc2O)cc1,4,-2,6,-6
-3,-2,-0.6,5,6,3,CC[C@@H]1C=C(C(=O)O)[C@H](c2ccc(Cl)c(Cl)c2)N1S(=O)(=O)c1ccc(C)cc1,-2,12,-11,-12
0,0,-0.4,-1,3,-3,CC(C)(C)c1cc(C(C)(C)C)n(-c2ccccc2)n1,7,-2,1,-5
-3,-5,-3.2,7,2,14,CCC(=O)Nc1ccccc1-c1nc2ccccc2[nH]c1=O,-3,0,-12,-14
1,-3,-0.2,14,0,12,COc1ccc(CC(N)c2csc(NC(=O)Nc3ccc(F)cc3)n2)cc1 (stereo unspecified),-9,8,-8,3
3,-4,0.0,-3,1,-4,NC(=O)c1cccc(-c2ccnc3c2CC(C(=O)NCc2ccc(F)c(F)c2)O3)c1 (stereo unspecified),-3,-2,-7,-14

# The last 5 compounds of the section before lead into the next.
PLC-gamma1 inh,ADAM17 inh,proKLK7 act,ARFGAP1 inhibitor,LEDGF integ inh,TDP2 inh,Compound,DDE Tn6 FP inh,Tn7 DDE FP,ADAM10 inh,ASAP1 GAP inh
-3,-2,-0.6,5,6,3,CC[C@@H]1C=C(C(=O)O)[C@H](c2ccc(Cl)c(Cl)c2)N1S(=O)(=O)c1ccc(C)cc1,-2,12,-11,-12
0,0,-0.4,-1,3,-3,CC(C)(C)c1cc(C(C)(C)C)n(-c2ccccc2)n1,7,-2,1,-5
-3,-5,-3.2,7,2,14,CCC(=O)Nc1ccccc1-c1nc2ccccc2[nH]c1=O,-3,0,-12,-14
1,-3,-0.2,14,0,12,COc1ccc(CC(N)c2csc(NC(=O)Nc3ccc(F)cc3)n2)cc1 (stereo unspecified),-9,8,-8,3
3,-4,0.0,-3,1,-4,NC(=O)c1cccc(-c2ccnc3c2CC(C(=O)NCc2ccc(F)c(F)c2)O3)c1 (stereo unspecified),-3,-2,-7,-14
-13,1,0.9,15,-2,-5,CSc1nc2ccc(NC(=O)c3cccs3)cc2s1,-1,-1,-5,4
0,-4,0.1,3,-2,3,CC(C)(C)C(=O)COC(=O)c1ccc(O)cc1,6,-1,-4,-7
1,-4,0.4,-6,-3,8,CNC(=O)C(NC(=O)c1ccccc1)=C(C)C,-6,3,-1,-18
-6,-13,-0.1,-2,0,3,Cc1cc2nc(-c3ccc(SCC(=O)Nc4nccs4)nc3)[nH]c2cc1C,7,7,-38,3
1,-2,-1.0,-12,1,-7,COc1cccc(Cn2c(Oc3ccccc3)nc3c2c(=O)n(C)c(=O)n3C)c1,-5,-2,10,14
3,-3,0.4,-2,-1,2,CCC(=O)Nn1c(C)nnc1C,3,8,5,-11
1,-4,0.0,-1,-6,8,COc1ccc(C(=O)NCc2ccc(N3CCN(C)CC3)cc2)cc1,-6,0,-3,11
1,-3,0.1,4,1,2,COc1ccc(C(O)c2nc(-c3cccc(NC(C)=O)c3)cs2)cc1 (stereo unspecified),-4,1,1,8
-3,-3,-0.4,-13,-1,4,CCCN1C2=NCCN2c2ccccc21,-2,0,-2,2
-4,-5,0.5,17,-2,-9,CC1CCC(NC(=O)C2CCN(S(=O)(=O)c3ccc4nc5c(c(C(=O)O)c4c3)CC(C)CC5)CC2)CC1 (stereo unspecified),-1,1,-14,6

# Sorted by count of non-hydrogen atoms (descending): some entries from above.
PLC-gamma1 inh,ADAM17 inh,proKLK7 act,ARFGAP1 inhibitor,LEDGF integ inh,TDP2 inh,Compound,DDE Tn6 FP inh,Tn7 DDE FP,ADAM10 inh,ASAP1 GAP inh
-4,-5,0.5,17,-2,-9,CC1CCC(NC(=O)C2CCN(S(=O)(=O)c3ccc4nc5c(c(C(=O)O)c4c3)CC(C)CC5)CC2)CC1 (stereo unspecified),-1,1,-14,6
-13,1,0.9,15,-2,-5,CSc1nc2ccc(NC(=O)c3cccs3)cc2s1,-1,-1,-5,4
0,-4,0.1,3,-2,3,CC(C)(C)C(=O)COC(=O)c1ccc(O)cc1,6,-1,-4,-7
-3,-3,-0.4,-13,-1,4,CCCN1C2=NCCN2c2ccccc21,-2,0,-2,2

# Later entries:
PLC-gamma1 inh,ADAM17 inh,proKLK7 act,ARFGAP1 inhibitor,LEDGF integ inh,TDP2 inh,Compound,DDE Tn6 FP inh,Tn7 DDE FP,ADAM10 inh,ASAP1 GAP inh
-7,-6,1.8,-13,-2,9,CCOC(=O)c1[nH]c2ccc(F)cc2c1NC(=O)c1ccccc1C(=O)O,-3,2,-17,-1
3,-4,0.4,-8,3,8,O=[N+]([O-])c1ccc(C(=S)N2CCCC2)cc1,2,-1,6,3
-45,-25,0.8,1,0,-3,C=C1CSc2nc3ccccc3c(=O)n21,1,-6,-73,-1
7,-2,0.2,25*,25*,47*,CC(C)=CCC1=C(OCC(=O)O)C(=O)c2ccccc2C1=O,7,-3,-5,18
0,-1,-0.1,-2,-3,-12,Cc1cc2c(N=NC(=O)C3CC3c3ccccc3)c(O)[nH]c2cc1Br (stereo unspecified),4,0,-2,-1
-1,-1,-0.2,-12,1,-5,C(=C\c1ccccc1)/CNn1cnnc1,5,-1,0,-2
9,5,0.0,1,5,-21,Cc1ccc2c(c1)C(=O)C(=O)N2CC(=O)Nc1ccccc1NC(=O)c1ccccn1,1,4,2,3
0,-3,0.6,-4,0,11,O=C(O)CNC(=O)c1ccc(Sc2ccccc2)c([N+](=O)[O-])c1,3,-2,8,-11
3,0,-0.3,-5,-1,6,CCOC(=O)N/N=C\c1ccc(OC(=O)c2ccc3c(c2)OCO3)cc1,1,3,3,6
-60,-12,-2.4,-2,2,-7,Cc1ccc(Nc2nnc(SC/C(O)=C(\C#N)c3nc4ccccc4[nH]3)s2)c(C)c1,1,-1,-40,-1

# Some values from the results shown:
# Cc1ccc(Nc2nnc(SC/C(O)=C(\C#N)c3nc4ccccc4[nH]3)s2)c(C)c1 – PLC-gamma1 inh: -60
# Cc1cc2c(N=NC(=O)C3CC3c3ccccc3)c(O)[nH]c2cc1Br (stereo unspecified) – ARFGAP1 inhibitor: -2

# Later entries.
PLC-gamma1 inh,ADAM17 inh,proKLK7 act,ARFGAP1 inhibitor,LEDGF integ inh,TDP2 inh,Compound,DDE Tn6 FP inh,Tn7 DDE FP,ADAM10 inh,ASAP1 GAP inh
-2,-6,-0.4,1,-2,-7,COc1ccc(CNC(=O)Cc2cn(C)c3ccccc23)c(OC)c1,6,5,6,-5
2,-1,-0.1,12,-4,-1,CCOc1ccc(Oc2ccc(Cl)cc2N)cc1,7,1,2,11
6,0,0.0,5,-4,-8,Cc1ccc(NC(=O)C2CCCN(S(=O)(=O)c3cccc4cccnc34)C2)cc1 (stereo unspecified),-5,7,2,4
0,-2,-0.5,10,-4,1,COCCCNC(=O)c1oc2ccc(S(=O)(=O)N(C)C3CCCCC3)cc2c1C,7,4,-8,16
6,1,0.2,-5,0,-20,Cc1nnc(NC(=O)C2CCN(S(=O)(=O)c3ccc(Cl)cc3)CC2)s1,-5,-2,9,-8
3,1,-0.5,2,-4,-6,COc1cc(C(C)=O)ccc1OCC(O)CN1CCN(c2ccc(F)cc2)CC1 (stereo unspecified),2,0,-12,-13
4,2,-0.5,-2,6,-1,Cn1c(=O)oc2cc(S(=O)(=O)N3CCC(C(=O)Nc4ccc(OC(F)(F)F)cc4)CC3)ccc21,1,6,4,-2
0,4,-0.4,0,1,12,COc1ccc(-n2nc3c(c2NC(=O)c2ccccc2S(=O)(=O)C(F)F)CS(=O)(=O)C3)cc1,5,6,1,-11
2,2,-0.1,4,3,8,CCCCc1c(C)[nH]c(=S)[nH]c1=O,4,4,8,-2
3,-2,0.7,5,0,3,Cc1cc(Nc2ccccc2)n(-c2cccc(Cl)c2)n1,-6,0,10,1
0,2,-0.1,9,2,-7,COc1ccc(NC(=O)COc2ccc(C)nc2[N+](=O)[O-])cc1S(N)(=O)=O,-3,-3,-6,3
0,-3,0.6,-1,-5,-9,O=C(/C=C/c1ccccc1)NCc1ccc2c(c1)OCO2,0,2,-1,-1
